MrgX1 antagonist: human MrgX1 receptor antagonism, primary screen | Q96LB2 | MRGX1-HEK293 calcium flux, Fluo-4, BAM8-22 antagonism; active compounds read low | B-score at 10 µM | 310,000 tested, 1.3% active | AID 588676;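 active means calcium-response B-score plate-corrected more than 3 library SD below zero, starting fluorescence within 5 deviations, no agonist response on first addition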;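 further: peak minus trough fluorescence over baseline after final BAM8-22 challenge near maximal dose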
MrgX1 allo act: human MrgX1 positive allosteric modulation, primary screen; Q96LB2; MrgX1-HEK293, Fluo-4 calcium flux, FDSS; active compounds read high; B-score at 10 µM; 310,000 tested, 0.63% active;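 active means plate-corrected calcium response at least 3 library SD above typical, normal starting fluorescence, not activating the receptor alone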;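 further: compound read alongside a low EC10 to EC30 dose of BAM8-22 agonist; peak minus trough fluorescence over baseline measured at the second addition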
TRPC6 inh: mouse TRPC6 channel inhibition; HEK293-TRPC6, membrane potential dye, ACh-evoked depolarization; active compounds read low; B-score at 10 µM; 310,000 tested, 1.1% active; AID 2553;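 active means B-score under library mean minus 3 SD, initial fluorescence not abnormally high, positive integrated signal ratio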;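 further: B-score derived from integrated fluorescence ratio over the kinetic read; more negative B-score means stronger inhibition of depolarization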
TRPC6 act: mouse TRPC6 channel activation | Q61143 | HEK293-TRPC6 membrane potential dye fluorescence; active compounds read high | B-score at 10 µM | 310,000 tested, 0.13% active;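 active means B-score of the integrated fluorescence ratio above library mean plus 3 SD, and starting fluorescence ratio within library mean plus 5 SD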;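 further: higher score means more depolarization so channel activation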
RGS4 block: inhibitors of human RGS4 | HEK293 M3R/RGS4 inducible, Fluo-4 calcium flux; active compounds read high; triggered by carbachol at its EC20 | B-score at 10 µM | 310,000 tested, 0.45% active | AID 463165;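 active means B-score, a plate-corrected calcium signal, over three deviations above library mean, with baseline fluorescence within five deviations of library mean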;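 further: RGS4 expression induced by doxycycline in cells with stable M3 receptor; B-score is computed from the integrated fluorescence ratio over baseline after carbachol; higher B-score means a larger calcium signal and so more RGS4 inhibition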
RGS4 act: RGS4 potentiation or activation | HEK293 M3R/inducible RGS4, carbachol calcium flux Fluo4; active compounds read low | B-score at 10 µM | 310,000 tested, 0.92% active | AID 463111;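 active means B-score of the integrated calcium signal more than 4 SD below the library mean, with starting fluorescence not abnormally high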;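 further: negative B-score means reduced calcium response which marks RGS4 activation or potentiation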
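System: HEK293 FlpIn-TREx cells, stable M3R, doxycycline-inducible RGS4. Timing: overnight RGS4 induction, 30 min dye load 37 °C, 20 min compound RT. Also added: carbachol, ECmax concentration. Measured by: Fluo4 fluorescence kinetic imaging of calcium. Evaluation: integrated calcium ratio converted to B score.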
Platelet DG rel: modulates dense granule release in human platelets | human platelet-rich plasma, SFLLRN dense granule ATP release, luminescence | inhibition, %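 (compounds screened at 7.5 µM in platelet-rich plasma)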 | 300,000 tested, 0.22% active | AID 1663;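 active means mean replicate score, as percent of positive control, at or above 50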
HIF activator: HIF pathway transcriptional activation | AID 1910 | U2OS HRE-luciferase reporter, luminescence; normalized: DMSO 0%, desferrioxamine 100% | activation, % at 7.5 µM (by protocol) | 300,000 tested, 0.32% active;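 active means mean activation of at least 10% of the iron chelator positive control signal, with at least half of replicates also reaching 10%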
TRPC4 block: blocks the mouse TRPC4 cation channel | 300,000 tested, 0.39% active | AID 2247 | B-score at 10 µM | Q9QUQ5 | HEK293 TRPC4beta/mu-opioid, DAMGO-evoked Fluo4 calcium flux; active compounds read low;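 active means B-score over 3 SD under the library average, no early fluorescence shift, positive overall ratio signal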
Target sequence (Q9QUQ5 whole entry, looked up): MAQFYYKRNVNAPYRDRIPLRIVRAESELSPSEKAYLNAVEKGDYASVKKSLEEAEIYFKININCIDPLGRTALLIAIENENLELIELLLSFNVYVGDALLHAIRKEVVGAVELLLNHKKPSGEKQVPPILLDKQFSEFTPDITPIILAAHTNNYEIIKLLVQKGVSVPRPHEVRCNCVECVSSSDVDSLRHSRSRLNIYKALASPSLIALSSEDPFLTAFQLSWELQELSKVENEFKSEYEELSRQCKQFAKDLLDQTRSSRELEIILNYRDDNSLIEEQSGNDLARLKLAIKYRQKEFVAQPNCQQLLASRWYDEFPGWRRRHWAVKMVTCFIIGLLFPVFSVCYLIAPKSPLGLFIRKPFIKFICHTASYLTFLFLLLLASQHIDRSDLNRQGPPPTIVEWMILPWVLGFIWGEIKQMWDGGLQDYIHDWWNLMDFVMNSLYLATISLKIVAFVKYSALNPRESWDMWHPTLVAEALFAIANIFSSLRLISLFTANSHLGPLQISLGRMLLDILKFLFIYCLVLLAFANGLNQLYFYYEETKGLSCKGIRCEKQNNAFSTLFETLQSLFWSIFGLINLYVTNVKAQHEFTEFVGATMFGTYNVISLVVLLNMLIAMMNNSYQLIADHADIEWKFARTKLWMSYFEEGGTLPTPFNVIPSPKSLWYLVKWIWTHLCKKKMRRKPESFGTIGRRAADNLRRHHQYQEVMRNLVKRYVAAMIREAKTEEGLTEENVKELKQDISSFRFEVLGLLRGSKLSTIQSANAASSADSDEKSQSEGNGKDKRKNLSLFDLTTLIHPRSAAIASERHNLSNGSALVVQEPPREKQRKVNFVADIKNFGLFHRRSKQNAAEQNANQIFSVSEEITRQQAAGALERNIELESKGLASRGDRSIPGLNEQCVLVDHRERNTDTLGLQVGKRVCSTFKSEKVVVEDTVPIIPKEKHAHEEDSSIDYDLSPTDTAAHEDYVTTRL
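Assay system – HEK293 line stably carrying TRPC4beta and mu-opioid receptor · Doses – single dose · Detection – Fluo4 calcium-dye fluorescence, kinetic read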
MrgX1 agonist: agonists of human MrgX1 receptor; Q96LB2; MrgX1-HEK293 cells, Fluo-4 calcium fluorescence, agonist mode; active compounds read high; B-score at 10 µM; 310,000 tested, 0.44% active;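 active means calcium response B-score plate-corrected fluorescence ratio at least 3 library SD, with starting fluorescence B-score inside 5 SD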
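Assay system: MrgX1-expressing HEK293 cells / Amount: fifteen thousand cells per well / Doses: test compound in the initial addition of three / Timing: cells plated overnight, dye loaded 0.5 h 37 °C, 0.5 h room temperature / Technique: kinetic calcium dye fluorescence, Fluo-4 NW / Control set: positive and negative controls per plate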
SKKanGAS inh: SKKanGAS growth inhibition | S. pyogenes SKKanGAS, kanamycin growth, BacTiter-Glo, 6 h | inhibition, % at 7.5 µM | 300,000 tested, 1.3% active;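 active means mean replicate score, as percent of positive control median, at least 50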;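 further: strain carries kanamycin resistance gene driven by streptokinase promoter and grows in 40 µg/ml kanamycin; loss of luminescence reflects streptokinase promoter inhibition or plain growth inhibition; 0% = median of DMSO wells and 100% = positive control at its reference dose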
The depositor's hits bear a star; i = inactive; · = not tested or not shown.

Each structure is followed by: MrgX1 antagonist	TRPC6 act	TRPC4 block	RGS4 block	MrgX1 allo act	SKKanGAS inh	TRPC6 inh	HIF activator	RGS4 act	Platelet DG rel	MrgX1 agonist
1: CCN1C(=O)N[C@@H](c2cccs2)C(C(C)=O)=C1C
  i	i	i	i	i	-2	i	-3.7	i	-1	i
2: CNc1nc(SCC(=O)Nc2ccc(Cl)c(Cl)c2)nc(N2CCOCC2)n1
  i	i	i	i	i	-5	i	-0.9	i	3	i
3: COc1ccccc1N(CC(=O)Nc1cccnc1)S(C)(=O)=O
  i	i	i	i	i	-12	i	-0.4	i	-4	i
4: Cc1ccc(OC(=O)CCC(=O)OCCCC(F)(F)C(F)(F)F)cc1
  i	i	i	i	i	1	i	-0.4	i	1	i
5: FC(F)(F)c1ccc(Oc2ccc(Cl)cc2Br)nc1
  i	i	i	i	i	5	i	0.0	i	0	i
6: O=C(O)C1C2C=CC(C2)C1C(=O)NCc1ccc(Cl)cc1Cl (configuration not stated)
  i	i	i	i	i	-1	i	-0.7	i	9	i
7: Cc1nc2nc(SCC(=O)NCCCN3CCCCCC3)nn2c(C)c1Cc1ccccc1
  i	i	i	i	i	10	i	-1.3	-7.5*	11	i
8: N#CCCN(C(=O)COC(=O)CNC(=O)C12CC3CC(CC(C3)C1)C2)c1ccccc1
  i	i	i	i	i	-3	i	0.0	i	0	i
9: Cn1cnc(S(=O)(=O)NCc2cccs2)c1
  i	i	i	i	i	4	i	-0.4	i	-4	i
10: CCOc1ccc(OCC)c(NC(=O)CN(c2ccc(OC)cc2)S(=O)(=O)c2c(C)noc2C)c1
  i	i	i	i	i	9	i	-0.2	i	-10	i
11: Cc1cc(C)cc(N/C(N)=N/c2nc(C)cc(C)n2)c1
  i	i	-6*	i	i	-3	i	1.7	i	0	33*
12: CCOC(=O)C(Cc1c(F)cccc1F)(NC(C)=O)C(=O)OCC
  i	i	i	i	i	-1	i	-0.1	i	3	i
13: Cc1cc(OCC(=O)NNC(=O)c2cccs2)ccc1Br
  i	i	i	i	i	-2	i	0.4	i	-6	i
14: CCC1S/C(=N/N=C/c2cccs2)NC1=O (configuration not stated)
  i	i	i	i	i	0	i	0.2	i	6	i
15: COc1ccc(S(=O)(=O)N2CCCC(C(=O)N3CCCC3)C2)cc1OC (configuration not stated)
  i	i	i	i	i	-3	i	-5.0	i	0	i
16: COc1ccc(/C=C(\C#N)C(=O)NCC2CCCO2)cc1OC (configuration not stated)
  i	i	i	i	i	-13	i	0.1	i	4	i
17: COc1ccc(CCNC(=O)CSc2ccsc2[N+](=O)[O-])c(OC)c1
  i	i	i	i	i	-10	i	0.2	i	-4	i
18: CCOc1cc2c(cc1OCC)C(c1ccc(C(=O)O)cc1)NCC2 (configuration not stated)
  i	i	i	i	i	-2	i	-9.1	i	13	i
19: Cc1cccc(C)c1N1C(=O)[C@@H]2C(c3ccccc3Cl)=NO[C@@H]2C1=O
  i	i	i	i	i	6	i	0.1	i	-24	i
20: CC(C)Cn1c(N)c(C(=O)COC(=O)CN2C(=O)C3CC=CCC3C2=O)c(=O)n(C)c1=O (configuration not stated)
  i	i	i	i	i	-5	i	-1.4	i	7	i
21: COc1ccc(-c2noc(-c3ccccc3C(=O)Nc3cccc(OC)c3)n2)cc1
  i	i	i	i	i	9	i	0.4	i	2	i
22: O=C(CN1C(=O)c2ccccc2S1(=O)=O)c1ccc(Cl)cc1Cl
  i	i	i	i	i	5	i	-3.4	i	-9	i
23: CCc1ccc(-c2nc(CCl)cs2)cc1
  i	i	i	i	i	2	i	2.6	i	9	i
24: CCOc1ccc(C(=O)NCC(=O)NCC2CCCCC2)cc1OCC
  i	i	i	i	i	7	i	-0.2	i	3	i
25: CCOC(=O)c1c(C)[nH]c(C)c1C(=O)CSc1nc(N)cc(N)n1
  i	i	i	i	i	-5	i	0.9	i	0	i
26: CCOc1ccc(CCNC(=O)C2CC(=O)N(CCc3ccccc3)C2)cc1OCC (configuration not stated)
  i	i	i	i	i	-12	i	0.2	i	-14	i
27: Cc1ccc(NC(=O)COC(=O)CN2C(=O)COc3ccccc32)cc1
  i	i	i	i	i	14	i	0.0	i	-11	i
28: O=C(CN(Cc1ccc(F)cc1)S(=O)(=O)c1ccc(S(=O)(=O)N2CCOCC2)cc1)Nc1ccccc1
  i	i	i	i	i	-3	i	0.2	i	-7	i
29: CCOC(=O)C1=C(COC(=O)/C=C/c2ccc(SC)cc2)NC(=O)NC1C (configuration not stated)
  i	i	i	i	i	2	i	0.5	i	-3	i
30: O=[N+]([O-])c1cccnc1N1CCCCC1
  i	i	i	i	i	-1	i	-0.5	i	-1	i
31: COc1ccccc1CN1CCC(n2nccc2NC(=O)CCCc2ccccc2)CC1
  i	i	i	i	i	3	i	-0.3	i	20	i
32: CCOC(=O)c1c(C)n(C)c2cc(-c3cccc(C(F)(F)F)c3)c(O)cc12
  i	i	i	i	i	1	i	-0.2	i	8	i
33: CNC(=S)N1CCC(NC(=O)C(Cc2ccc(F)cc2)NC(C)=O)CC1 (configuration not stated)
  i	i	i	i	i	8	i	0.4	i	1	i
34: N#CC1=C(N)NC(=S)C(C(N)=O)C1c1ccc([N+](=O)[O-])cc1 (configuration not stated)
  i	i	i	i	i	-1	i	-0.5	i	6	i
35: COc1ccc(CCNC(=O)C(=O)NCC2CCCN2S(=O)(=O)c2ccccc2)cc1 (configuration not stated)
  i	i	i	i	i	1	i	-0.5	-12*	12	i
36: NS(=O)(=O)c1ccc(CNC(=O)/C=C/c2c(F)cccc2Cl)cc1
  i	i	i	i	i	-4	i	0.1	i	-5	i
37: OCC1CCN(Cc2cn(Cc3ccccc3)nc2-c2cc3ccccc3o2)CC1
  i	i	i	i	i	3	i	0.6	i	19	i
38: COc1ccc(C(CC(=O)O)NC(=O)c2ccco2)cc1OC (configuration not stated)
  i	i	i	i	i	1	i	-0.3	i	-2	i
39: Oc1cccc(/C=N/N2CCN(C3c4ccccc4-c4ccccc43)CC2)c1
  i	i	i	i	i	29	i	-0.1	i	-4	i
40: CCCc1cc(=O)[nH]c(SCc2ccccc2)n1
  i	i	i	i	i	-5	i	-0.7	i	0	i
41: Cc1nn(C)cc1/C=N/NC(=O)C1(O)c2ccccc2-c2ccccc21
  i	i	i	i	i	1	i	-6.0	i	6	i
42: O=S(=O)(NCCCCNS(=O)(=O)c1ccc(F)cc1)c1ccc(F)cc1
  i	i	i	i	i	-8	i	-0.4	i	-8	i
43: Cc1ccc(CCNS(=O)(=O)c2ccc3c(c2)NC(=O)CCS3)cc1
  i	i	i	i	i	-15	i	-0.4	i	-4	i
44: Cc1ccc(NC(=S)NNC(=S)NC2CCCCC2)cc1
  i	i	i	i	i	1	i	1.0	i	-3	i
45: COc1cc(NC(=O)C2CCN(S(=O)(=O)c3cnc[nH]3)CC2)cc(OC)c1OC
  i	i	i	i	i	-4	i	-0.3	i	-2	i
46: CC(=O)/C(=N/Nc1cccc(C)c1)N1CCOCC1
  i	i	i	18*	i	0	i	0.8	i	4	i
47: CCCCCCn1c(CN2CCN(C)CC2)nc2c1c(=O)n(C)c(=O)n2C
  i	i	i	i	i	-5	i	0.4	i	-2	i
48: CN(C)C(CNC(=O)c1cccs1)c1cccnc1 (configuration not stated)
  i	i	i	i	i	2	i	0.0	i	-4	i
49: Cc1cc(-c2csc(NC(=O)c3ccc(C#N)cc3)n2)c(C)n1Cc1ccccc1
  i	i	i	i	i	6	i	-0.1	i	-12	i
50: Cc1cc([N+](=O)[O-])nn1CC(=O)NCCc1c[nH]c2ccccc12
  i	i	i	i	i	-3	i	-0.4	i	-2	i
51: COc1cc(/C=C/C(=O)c2ccc(C)cc2)ccc1OCC#N
  i	i	i	i	i	-3	i	·	i	-33	i
52: CSc1nc2ncc3c(n2n1)CC(C)(C)CC3=O
  i	i	i	i	i	3	i	0.0	i	-1	i
53: Cc1cc(NC(=O)CSc2nc(C3CC3)nc3sc4c(c23)CCC(C)C4)no1 (configuration not stated)
  i	i	i	i	i	-3	i	0.8	i	-2	i
54: COC(=O)CNC(=O)CNC(=O)c1nn(-c2ccc(OC)c(OC)c2)c(=O)c2ccccc12
  i	i	i	i	i	2	i	0.3	i	15	i
55: O=C(NCc1ccco1)c1nc(-c2ccccc2)n(-c2ccccc2)n1
  i	i	i	i	i	-3	i	0.2	i	-1	i
56: CCCc1cc(=O)oc2cc(OCC(=O)N3CCc4ccccc43)ccc12
  i	i	i	i	i	3	i	-0.2	i	74*	i
57: COc1ccc(NC(=S)Nc2ccc(OC(F)F)cc2)cn1
  i	i	i	i	i	0	i	0.7	i	16	i
58: CCN(CC)CCNC(=O)NC(=O)c1ccc(Cl)cc1
  i	i	i	i	i	-5	i	-0.1	i	-30	i
59: O=C(NNC(=O)c1ccccc1Br)c1ccncc1
  i	i	i	i	i	-14	i	-1.2	i	-2	i
60: Cc1ccc(S(=O)(=O)NCC(=O)N(CC2CCCO2)C(C(=O)NC2CCCCC2)C(C)C)cc1 (configuration not stated)
  i	i	i	i	i	0	i	-0.5	i	2	i

In a second layout: results already given.
# | Compound | MrgX1 antagonist | TRPC6 act | TRPC4 block | RGS4 block | MrgX1 allo act | SKKanGAS inh | TRPC6 inh | HIF activator | RGS4 act | Platelet DG rel | MrgX1 agonist
42 | O=S(=O)(NCCCCNS(=O)(=O)c1ccc(F)cc1)c1ccc(F)cc1 | i | i | i | i | i | -8 | i | -0.4 | i | -8 | i
43 | Cc1ccc(CCNS(=O)(=O)c2ccc3c(c2)NC(=O)CCS3)cc1 | i | i | i | i | i | -15 | i | -0.4 | i | -4 | i
44 | Cc1ccc(NC(=S)NNC(=S)NC2CCCCC2)cc1 | i | i | i | i | i | 1 | i | 1.0 | i | -3 | i

Source: PubChem BioAssay (several laboratories)
